Bim-Bcl-XL: disrupts Bim peptide binding to human Bcl-XL | bead flow cytometry, fluorescence | AID 1007 | inhibition, % at 10 µM | Q07817 | actives 0.04% (n = 190,000)
RGS4-Gao reg: modulates binding of RGS4 to human Galphao | P09471 | Multiplexed bead flow cytometry; actives lie on both sides | binding response (% of control), % at 10 µM | actives 0.33% (n = 220,000); in the data active = binding response below about 49% or above about 150%; inactive = in between;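 also: fluorescent Galphao activated with aluminum fluoride binding bead-coupled RGS4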
Target sequence (P09471 whole entry, looked up): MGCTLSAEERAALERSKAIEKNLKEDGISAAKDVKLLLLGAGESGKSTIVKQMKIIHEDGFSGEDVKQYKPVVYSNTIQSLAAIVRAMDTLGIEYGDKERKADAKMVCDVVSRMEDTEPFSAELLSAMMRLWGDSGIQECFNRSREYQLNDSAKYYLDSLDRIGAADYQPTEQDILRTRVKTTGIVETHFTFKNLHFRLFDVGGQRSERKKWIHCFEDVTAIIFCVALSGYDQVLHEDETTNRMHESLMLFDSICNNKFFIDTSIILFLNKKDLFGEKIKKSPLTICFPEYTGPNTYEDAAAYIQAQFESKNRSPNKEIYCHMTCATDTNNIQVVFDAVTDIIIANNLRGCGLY
Bim-Bfl-1: inhibitors of Bim-Bfl-1 interaction, human | Q16548 | Bead-based flow cytometry, Bim-Bfl-1 binding inhibition | inhibition, % at 10 µM | actives 0.12% (n = 190,000);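 also: 0% = wells without compound plus tracer and 100% = blocker peptide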
RGS7-Gao reg: modulates binding of RGS7 to human Galphao; P09471; binding response (% of control), % at 10 µM; Multiplexed bead flow cytometry; actives lie on both sides; actives 0.35% (n = 220,000); AID 1439; in the data active = binding response below about 49% or above about 150%; inconclusive = no clear call, values can overlap the other calls; inactive = in between;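 also: fluorescent Galphao held in activated GDP-AlF4 state binding bead-coupled RGS7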
RGS8-Gao: modulates binding of RGS8 to human Galphao. multiplexed bead flow cytometry; actives lie on both sides. response (percent of control binding), % at 10 µM. AID 1423. actives 0.34% (n = 220,000); in the data active = response below about 60% or above about 140%; inactive = in between;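 also: Galphao activated as the GDP aluminium fluoride complex binding bead-coupled RGS8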
Mcl1 Bid PPI: Mcl-1/Bid interaction inhibition; actives 0.97% (n = 220,000); AID 1021; inhibition, % at 21.7 µM; Q07820; TR-FRET Mcl-1/Bid-Dy647 peptide binding, 1536-well;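 active = compounds that cut the binding signal by more than half at the single screening dose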;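 also: His-tagged Mcl-1 with europium anti-His antibody binding Bid BH3 peptide; 0% = Mcl-1 plus peptide wells and 100% = peptide-only wells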
Bcl-B Bim block: inhibitors of Bim-Bcl-B interaction, human; Q9HD36; bead-based flow cytometry, Bim peptide-Bcl-B binding; inhibition, % at 10 µM; actives 0.073% (n = 190,000); AID 951;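 also: 0% = tracer peptide without compound and 100% = reference inhibitor peptide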
Target sequence (Q9HD36 whole entry, looked up): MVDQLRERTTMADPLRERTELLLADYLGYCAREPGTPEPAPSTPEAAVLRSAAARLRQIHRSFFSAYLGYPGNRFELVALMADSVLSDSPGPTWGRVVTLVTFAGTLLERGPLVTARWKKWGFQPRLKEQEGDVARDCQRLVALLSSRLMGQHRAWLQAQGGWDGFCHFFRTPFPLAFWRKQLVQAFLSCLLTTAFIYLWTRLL
Bim-Bcl-2: disrupts Bim peptide binding to human Bcl-2; Bead-based flow cytometry, Bim peptide-Bcl-2 binding; inhibition, % at 10 µM; actives 0.06% (n = 190,000); in the data active = inhibition above about 40%; inconclusive = no clear call, values can overlap the other calls;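 also: 0% = no compound wells with probe peptide and 100% = reference peptide inhibitor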
Target sequence (P10415 whole entry, looked up): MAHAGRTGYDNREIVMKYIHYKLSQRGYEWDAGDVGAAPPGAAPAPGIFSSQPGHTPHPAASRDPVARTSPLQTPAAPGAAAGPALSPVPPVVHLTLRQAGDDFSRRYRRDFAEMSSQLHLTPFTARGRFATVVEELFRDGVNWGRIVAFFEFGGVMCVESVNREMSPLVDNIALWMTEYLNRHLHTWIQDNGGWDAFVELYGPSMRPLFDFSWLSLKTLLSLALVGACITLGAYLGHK
Mcl1-Noxa inh: Mcl-1/Noxa interaction inhibition; TR-FRET Mcl-1/Noxa peptide binding, 2 h; inhibition, % at 21.7 µM; actives 1.5% (n = 220,000); AID 1022;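 active = compounds that cut the protein-peptide binding signal by more than 50% relative to plate controls in a single-dose test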;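 also: His-tagged Mcl-1 with rhodamine Noxa BH3 peptide and terbium anti-His antibody; 0% = Mcl-1 plus Noxa peptide wells and 100% = peptide-only wells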
Bcl-W Bim block: human Bim-Bcl-W interaction inhibition | bead-based flow cytometry, Bim peptide-Bcl-W binding | inhibition, % at 10 µM | actives 0.02% (n = 190,000) | AID 952;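 also: 0% = bound tracer without compound and 100% = peptide blocker; higher means less fluorescent Bim peptide bound to Bcl-W beads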
Target sequence (Q92843 whole entry, looked up): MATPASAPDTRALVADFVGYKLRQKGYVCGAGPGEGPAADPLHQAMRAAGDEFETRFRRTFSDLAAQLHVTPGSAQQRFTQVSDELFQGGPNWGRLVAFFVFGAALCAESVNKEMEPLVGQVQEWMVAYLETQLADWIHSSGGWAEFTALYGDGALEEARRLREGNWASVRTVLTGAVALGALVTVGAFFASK
Bim-Mcl-1: disrupts Bim peptide binding to human Mcl-1; Bead-based flow cytometry, Bim peptide-Mcl-1 binding; inhibition, % at 10 µM; AID 1009; actives 0.1% (n = 190,000); Q07820;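 also: 0% = no compound tracer wells and 100% = peptide blocker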
* hit, by the source's call; ? = inconclusive; · = not tested or not shown. Rule as the data show it, unless noted: active = inhibition above about 40%.

Bim-Bcl-XL	RGS4-Gao reg	Bim-Bfl-1	RGS7-Gao reg	RGS8-Gao	Mcl1 Bid PPI	Bcl-B Bim block	Bim-Bcl-2	Mcl1-Noxa inh	Bcl-W Bim block	Bim-Mcl-1	SMILES
-4.0	97.4	-13.0	95.5	97.3	-7.3	-8.0	-11.0	15.4	0.0	-2.0	O=C(CN(c1ccc(F)cc1)S(=O)(=O)c1ccc2c(c1)OCCO2)NCC1CCCO1 (centres undefined)
-21.0	91.4	-11.0	96.0	95.3	-8.2	-6.0	1.0	38.8	-2.0	2.0	Cc1ccccc1CS(=O)(=O)c1nnc([C@H](CC(C)C)NC(=O)OC(C)(C)C)o1
-1.0	89.9	-2.0	81.4	90.5	-30.1	-1.0	-2.0	7.6	1.0	0.0	CCOC(=O)C1=NOC(CNc2ncc(C(F)(F)F)cc2Cl)C1 (centres undefined)
0.0	101.3	-8.0	100.7	98.0	-42.0	-4.0	-5.0	23.3	0.0	-4.0	COc1cccc(N2CCN(C(=O)C3C4C=CC5(CN(Cc6ccccc6Cl)C(=O)C35)O4)CC2)c1 (centres undefined)
-8.0	98.1	-2.0	97.0	104.3	2.7	-7.0	5.0	6.8	-3.0	-4.0	COc1ccc(C(=O)Nc2ccc(S(=O)(=O)N3CCc4ccccc43)cc2)cc1
0.0	105.9	-4.0	100.2	106.1	-10.6	-4.0	-5.0	7.9	0.0	-2.0	CCOC(=O)N/N=C/c1ccc(OC)c(O)c1
-3.0	101.1	-1.0	97.3	100.7	-7.4	-2.0	-3.0	6.2	0.0	-3.0	CCN(CC)C(=O)Cn1cc(C(=O)C(=O)NCCc2ccc(S(N)(=O)=O)cc2)c2ccccc21
0.0	93.5	5.0	?	103.6	-12.6	1.0	3.0	16.4	-1.0	-1.0	Cn1[nH]c(C(F)(F)F)cc1=O
-1.0	102.5	-5.0	104.7	104.2	-18.9	-10.0	-5.0	2.1	-2.0	9.0	Cc1cccc(C(=O)N(Cc2nc3ccccc3c(=O)[nH]2)C2CCCC2)c1
-1.0	102.9	-4.0	101.8	101.1	-3.3	-4.0	-3.0	-5.4	-2.0	-2.0	Cn1c(N)c(C(=O)COC(=O)c2ncc(Cl)c(Cl)c2Cl)c(=O)n(C)c1=O
0.0	100.8	-4.0	100.6	98.6	7.0	0.0	-2.0	3.7	0.0	-1.0	CCCn1c(NC(=O)c2ccc(F)cc2)nc2ccccc21
-4.0	99.8	-10.0	103.2	102.2	-27.7	-9.0	-7.0	-4.3	3.0	-3.0	CCOC(=O)c1cnc(SCC(=O)Nc2ccc(NC(C)=O)c(OC)c2)nc1N
0.0	95.7	-1.0	94.9	102.2	-7.5	-5.0	-3.0	7.8	-1.0	-3.0	Cc1ccccc1NC(=O)COC(=O)Cc1ccsc1
4.0	95.9	5.0	121.5	86.4	-41.3	-9.0	2.0	-16.3	4.0	4.0	Cc1ccc(-n2c(N)c(C(=O)N3CCOCC3)sc2=S)c(C)c1
·	98.6	·	?	103.2	-61.3	·	·	-11.3	·	·	C(=C\c1ccccn1)/c1cccnc1
-2.0	120.9	-2.0	115.4	117.2	-13.8	-3.0	-3.0	-1.8	-3.0	-4.0	CCN(CC)S(=O)(=O)c1cccc(C(=O)N[C@H](C(=O)NCc2ccccc2F)C(C)C)c1
0.0	110.2	0.0	107.8	103.3	-21.4	-1.0	-2.0	9.7	0.0	-2.0	CCOc1ccc(C2c3c(oc4cc(C)c(C)cc4c3=O)C(=O)N2CCCN(C)C)cc1OC (centres undefined)
-7.0	102.0	-11.0	99.6	103.8	-19.9	-6.0	-1.0	23.1	-6.0	-8.0	CCCn1c(SCC(=O)c2c[nH]c3ccccc23)nnc1-c1ccncc1
2.0	101.2	1.0	105.9	100.0	-2.0	0.0	-2.0	0.8	3.0	2.0	Cc1c(C(=O)N2CCCCCC2)oc2ccccc12
-2.0	96.0	-13.0	99.5	98.6	-9.1	-6.0	-8.0	19.0	1.0	-1.0	CCc1ccc(OCC(O)CN2CCN(c3ccccc3)CC2)cc1 (centres undefined)
0.0	109.5	-1.0	104.0	103.4	-45.6	-4.0	-2.0	11.0	-2.0	-2.0	O=C(N=C1N=C2C=CC=CN2Cc2ccccc21)c1ccc(S(=O)(=O)N2CCOCC2)cc1
-6.0	103.1	-9.0	104.9	100.5	-16.6	-9.0	-11.0	11.0	-1.0	-1.0	Cn1ncc2c(NNC(=O)Cc3ccccc3)ncnc21
-5.0	101.2	-1.0	103.1	103.4	10.1	-3.0	1.0	-1.1	-2.0	-2.0	O=C(Nc1nc(SCc2ccc(F)cc2)ns1)c1ccco1
-2.0	99.2	-1.0	96.2	101.2	5.6	-1.0	-1.0	-8.5	-3.0	-4.0	COCCCn1cnc2oc3nc4ccccc4nc3c2c1=O
·	103.5	·	?	98.3	-49.1	·	·	-9.4	·	·	C/C(CC(=O)NC(C)c1ccccc1)=N\NC(N)=S (centres undefined)
0.0	99.6	-7.0	100.3	99.4	39.6	-2.0	-2.0	17.9	1.0	1.0	Cc1ccc(C)c(Cn2c(CN(C)Cc3ccccc3)nc3c2c(=O)n(C)c(=O)n3C)c1
-1.0	96.9	-3.0	?	97.4	-4.8	-4.0	-2.0	1.5	1.0	-1.0	CCOC(=O)c1cc(-c2cccnc2)nn1-c1ccccc1
-5.0	98.9	0.0	99.4	100.7	5.2	-5.0	-1.0	14.4	0.0	1.0	CCSc1nnc(-c2ccccc2N=Cc2c(C)[nH]n(-c3ccccc3)c2=O)c(=O)[nH]1
·	111.0	·	·	103.9	-11.2	·	·	4.4	·	·	Cc1ccc(/C=C/S(=O)(=O)NCC(=O)OCC(=O)N2CC(=O)Nc3ccccc32)cc1
-5.0	92.6	-11.0	95.1	100.7	-111.9	-10.0	-6.0	27.7	-2.0	-1.0	CCN(c1ccc(NC(=O)CSc2nnc3nc(C)cc(C)n23)cc1)C(C)C
-3.0	101.7	-14.0	105.4	101.6	-8.2	-8.0	-7.0	23.4	-3.0	-1.0	O=C(Nc1cccc([N+](=O)[O-])c1)Nc1cccc([N+](=O)[O-])c1
-5.0	98.3	-4.0	99.9	87.7	8.6	-4.0	-2.0	13.0	1.0	1.0	Cc1cccc(C)c1OCC(O)CNC(C)C (centres undefined)
·	94.8	·	?	95.9	-19.7	·	·	14.5	·	·	COc1ccc(-n2c(SCC(=O)O)nnc2-c2ccc(NC(=O)c3ccccc3)cc2)cc1
-4.0	101.3	-12.0	101.6	100.7	-24.1	-11.0	-9.0	-3.6	-1.0	-1.0	Cc1ccc(NC(=O)COS(=O)c2ccc(C)cc2)cc1 (centres undefined)
-3.0	105.8	-7.0	112.4	102.8	-19.4	-3.0	-1.0	12.9	-4.0	-2.0	COc1ccccc1C(=O)C1CCCN(Cc2cn[nH]c2C2CCCCC2)C1 (centres undefined)
1.0	101.7	-6.0	95.0	100.0	-6.8	-2.0	-1.0	55.0*	1.0	0.0	COc1cc(/C=C/c2nc3ccccc3s2)cc(OC)c1O
-7.0	102.2	-5.0	98.9	98.3	-4.2	-3.0	-2.0	-10.3	-5.0	-9.0	CCc1n[nH]c2c1/C(=N\O)CC(c1ccccc1)C2 (centres undefined)
17.0	81.3	54.0*	95.1	82.5	64.9*	-20.0	5.0	101.3*	25.0	3.0	O=c1[nH]c2ccccc2n2c(-c3ccccc3)nnc12
-2.0	95.1	-10.0	94.6	97.4	-17.1	-5.0	-5.0	8.9	2.0	0.0	C=CCNc1nc(N)c(C(=O)c2ccc3c(c2)OCO3)s1
0.0	100.1	1.0	100.7	103.9	10.0	1.0	-1.0	16.5	0.0	-1.0	Cc1ccc(CN(CC(=O)N/N=C/c2ccccc2[N+](=O)[O-])S(=O)(=O)c2ccc(C)cc2)cc1
-4.0	99.5	1.0	103.2	87.1	-14.1	-5.0	-1.0	8.9	-1.0	-3.0	CC(=O)Nc1ccc(OCC(O)CN2CCCCC2C)cc1 (centres undefined)
0.0	102.2	0.0	97.2	100.8	-3.0	0.0	0.0	8.9	0.0	2.0	CC(=O)NC(CC(=O)Nc1nc(C)cs1)c1ccccc1 (centres undefined)
-10.0	102.2	-15.0	99.8	99.8	-13.5	-9.0	-9.0	-6.7	-2.0	-2.0	O=[N+]([O-])c1cc(F)c(N2CCOCC2)cc1N1CCCCC1
-2.0	105.3	-3.0	106.5	104.0	-38.8	-2.0	-5.0	15.5	-2.0	0.0	CCN(CC)S(=O)(=O)c1ccc2c(c1)N(CC(=O)NCCc1ccc(S(N)(=O)=O)cc1)C(=O)CO2
0.0	102.8	7.0	102.0	100.5	-9.1	-4.0	0.0	75.8*	11.0	3.0	COc1ccccc1C1=Nc2cccc3cccc(c23)N1
0.0	100.4	-2.0	102.6	102.0	-31.6	3.0	-1.0	19.6	3.0	3.0	COC(=O)C1=C(C)NC2=C(C(=O)CCC2)C1c1cn(Cc2ccc(Cl)cc2Cl)nc1-c1ccccc1 (centres undefined)
0.0	101.8	0.0	100.7	102.3	-7.3	1.0	0.0	-13.4	-1.0	-4.0	CCC(=O)Nc1ccc(NC(=O)CSc2nnnn2C(C)C)cc1
0.0	104.3	-1.0	101.3	103.3	-1.0	0.0	0.0	1.1	-1.0	-1.0	COc1ccc(C(=O)Nc2ccc(S(=O)(=O)Nc3nccnc3OC)cc2)cc1
0.0	101.1	0.0	100.7	103.5	-21.8	-2.0	-3.0	3.2	-1.0	-1.0	CCOC(=O)c1cccnc1SCc1cc(=O)n2ccccc2n1
-4.0	98.9	-4.0	98.2	102.2	-4.8	-5.0	0.0	-5.6	1.0	-1.0	CC1CC(C)CN(C(=O)COc2ccc([N+](=O)[O-])cc2Cl)C1 (centres undefined)

Other structures:
Bim-Bcl-XL	RGS4-Gao reg	Bim-Bfl-1	RGS7-Gao reg	RGS8-Gao	Mcl1 Bid PPI	Bcl-B Bim block	Bim-Bcl-2	Mcl1-Noxa inh	Bcl-W Bim block	Bim-Mcl-1	SMILES
0.0	100.8	-1.0	99.5	98.8	6.1	0.0	0.0	14.2	0.0	2.0	Cc1ccc(C)c(NC(=O)CSc2n[nH]c(-c3ccncc3)n2)c1
-12.0	102.4	-7.0	100.1	99.7	-46.2	-9.0	-6.0	14.8	-5.0	-3.0	CCOc1ccc(NC2c3ccccc3C(=O)N2c2ccc(Cl)cn2)cc1 (centres undefined)
-4.0	88.3	-14.0	84.5	93.7	-17.5	-8.0	-15.0	9.3	2.0	-1.0	CCOC(=O)N1CCN(C(=O)CN(c2ccc(OCc3ccccc3)cc2)S(C)(=O)=O)CC1
-4.0	102.0	-10.0	96.2	103.5	-19.1	-7.0	-9.0	27.9	1.0	0.0	COc1cc2c(cc1OC)C1=C(C#N)CN(C3CCCCC3)CN1CC2

A second format for 2 compounds above:
Structure: CCOc1ccc(NC2c3ccccc3C(=O)N2c2ccc(Cl)cn2)cc1 (centres undefined)
- Bim-Bcl-XL: -12.0
- RGS4-Gao reg: 102.4
- Bim-Bfl-1: -7.0
- RGS7-Gao reg: 100.1
- RGS8-Gao: 99.7
- Mcl1 Bid PPI: -46.2
- Bcl-B Bim block: -9.0
- Bim-Bcl-2: -6.0
- Mcl1-Noxa inh: 14.8
- Bcl-W Bim block: -5.0
- Bim-Mcl-1: -3.0

Structure: CCOC(=O)N1CCN(C(=O)CN(c2ccc(OCc3ccccc3)cc2)S(C)(=O)=O)CC1
- Bim-Bcl-XL: -4.0
- RGS4-Gao reg: 88.3
- Bim-Bfl-1: -14.0
- RGS7-Gao reg: 84.5
- RGS8-Gao: 93.7
- Mcl1 Bid PPI: -17.5
- Bcl-B Bim block: -8.0
- Bim-Bcl-2: -15.0
- Mcl1-Noxa inh: 9.3
- Bcl-W Bim block: 2.0
- Bim-Mcl-1: -1.0

Bioassay records as filed in PubChem.
